Compound activity from PubChem.
Tb PGK inh: inhibitors of T. brucei phosphoglycerate kinase | P07378 | PGK/GAPDH coupled, Kinase-Glo luminescence, 60 min | Potency, µM (highest dose often 57.5 µM), inactives show at the highest dose activity change, negative = inhibition, actives largely listed as inhibitors | 380,000 compounds, 0.043% hits | AID 602233; also: potency is read from the fitted curve at half-maximal effect; % is scaled to controls: 0 for no effect and ±100 for the full control effect; nearly all actives have a fitted effect of over 60% in size
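Recombinant glycosomal PGK reaction used 1,3-bisphosphoglycerate generated in-well by GAPDH (100nM final) in 100mM TEA pH 7.6, 5mM MgCl2, 0.01% Tween-20. After 60 minutes at room temperature, ATP was read by Kinase-Glo Plus luminescence end-point.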
Pin1 inhibitor: human Pin1 inhibition | Pin1 FP peptide displacement, HiFluor488, 10 min | Potency, µM (doses to about 115 µM), inactives show at the top dose activity, negative = inhibition, most hits filed as inhibitors | 390,000 compounds, 0.009% hits; active = well fitted inhibition curve with a large enough effect in the polarisation, with a control signal flat, not every such curve was filed as active; inconclusive = small, poorly fitted or top-dose-only effect, or effect the other way, or a change in a side signal; inactive = no such curve, though single readings can be large or run the other way; the % refers to the polarisation; also: potency is read from the fitted curve at half-maximal effect; % is scaled to controls: 0 for no effect and ±100 for the full control effect
G9a block: inhibitors of human histone lysine methyltransferase G9a; Q96KQ7; 350,000 compounds, 8.8% hits; Potency, µM (titrated, usually from 102 µM), without a hit: at the highest dose activity, negative = inhibition, usual class: inhibitors; G9a H3K9 monomethylation, AlphaScreen, 2 h; AID 504332; also: potency is read from the fitted curve at half-maximal effect; % is scaled to controls: 0 for no effect and ±100 for the full control effect; nearly all actives have a fitted effect of over 75% in size
Target sequence (Q96KQ7 913-1193 limits assumed): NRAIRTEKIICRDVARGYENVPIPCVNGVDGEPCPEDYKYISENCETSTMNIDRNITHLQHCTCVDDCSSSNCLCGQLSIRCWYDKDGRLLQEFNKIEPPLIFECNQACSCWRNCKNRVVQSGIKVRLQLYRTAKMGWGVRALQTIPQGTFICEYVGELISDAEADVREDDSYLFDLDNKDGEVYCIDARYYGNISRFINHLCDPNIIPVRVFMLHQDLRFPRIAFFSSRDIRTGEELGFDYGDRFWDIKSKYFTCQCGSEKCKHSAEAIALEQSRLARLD
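AlphaScreen read-out: biotin-H3K9 peptide (500 nM) methylation by 20 nM enzyme with 20 uM SAM, 2 h at room temperature after 15 min compound preincubation; anti-monomethyl H3K9 antibody plus donor/acceptor beads, 10 min dark.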
PI4K2A inh: PI4K2A (human) kinase inhibition | Q9BTU6 | 420,000 compounds, 0.13% hits | purified PI4K2A, ADP-Glo luminescence, 1 h; stronger effect = lower value | activity change, negative = inhibition, % at 76.9 µM; in the data active = activity change below about -50%; inconclusive = mostly about -30% to -49%;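 also: -100% = wells without enzyme as full effect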
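ADP-Glo luminescence measured ADP generated by PI4K2A enzyme (4 ug/mL before mixing) with 1.2 mM PI substrate (pre-mix) and 300 microM ATP (pre-mix). Tris pH7.5 buffer with MgCl2, Triton X-100; 1 h reaction at ambient temperature.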
HP1b binding inh: HP1-beta chromodomain-methylated histone interaction inhibition | AID 540317 | AlphaScreen HP1-beta / biotin-H3K9me3 peptide binding | Potency, µM (titrated, usually from 114 µM), without a hit: at the highest dose activity change, negative = inhibition, hits mostly inhibitors | 390,000 compounds, 0.56% hits | P83916; also: potency is read from the fitted curve at half-maximal effect; nearly all actives have a fitted effect of over 70% in size; inactives centre near 23
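HP1-beta protein (50 nM final) preincubated 30 min at room temperature with biotinylated H3(1-18)K9me3 peptide (50 nM) in PBS pH 7.4, 0.01% Tween-20, then compound added for 30 min. AlphaScreen streptavidin donor/nickel chelate acceptor beads (10 ug/mL final), 30 min dark, luminescence read.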
GLS inhibitor: blocks human kidney-isoform glutaminase activity. GLS enzymatic activity, qHTS titration. Potency, µM (doses to about 45.5 µM), without a hit: at the top dose activity change, negative = inhibition, actives largely listed as inhibitors. 410,000 compounds, 0.21% hits; also: potency is read from the fitted curve at half-maximal effect; % is scaled to controls: 0 for no effect and ±100 for the full control effect
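Glutamate formation by hKGA was monitored fluorometrically using coupled glutamate oxidase, HRP and Amplex Red. Substrate was added as 1 mM L-glutamine solution; incubation was 30 min at RT after an initial read.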
POLH inh: DNA polymerase eta (human) inhibition; Q9Y253; recombinant Pol eta, fluorescent DNA replication assay; Potency, µM (top dose mostly 114 µM), for inactives: top-dose activity change, negative = inhibition, usual class: inhibitors; 390,000 compounds, 1.2% hits; AID 588591; also: potency is read from the fitted curve at half-maximal effect; % is scaled to controls: 0 for no effect and ±100 for the full control effect
Target sequence (Q9Y253 whole entry, looked up): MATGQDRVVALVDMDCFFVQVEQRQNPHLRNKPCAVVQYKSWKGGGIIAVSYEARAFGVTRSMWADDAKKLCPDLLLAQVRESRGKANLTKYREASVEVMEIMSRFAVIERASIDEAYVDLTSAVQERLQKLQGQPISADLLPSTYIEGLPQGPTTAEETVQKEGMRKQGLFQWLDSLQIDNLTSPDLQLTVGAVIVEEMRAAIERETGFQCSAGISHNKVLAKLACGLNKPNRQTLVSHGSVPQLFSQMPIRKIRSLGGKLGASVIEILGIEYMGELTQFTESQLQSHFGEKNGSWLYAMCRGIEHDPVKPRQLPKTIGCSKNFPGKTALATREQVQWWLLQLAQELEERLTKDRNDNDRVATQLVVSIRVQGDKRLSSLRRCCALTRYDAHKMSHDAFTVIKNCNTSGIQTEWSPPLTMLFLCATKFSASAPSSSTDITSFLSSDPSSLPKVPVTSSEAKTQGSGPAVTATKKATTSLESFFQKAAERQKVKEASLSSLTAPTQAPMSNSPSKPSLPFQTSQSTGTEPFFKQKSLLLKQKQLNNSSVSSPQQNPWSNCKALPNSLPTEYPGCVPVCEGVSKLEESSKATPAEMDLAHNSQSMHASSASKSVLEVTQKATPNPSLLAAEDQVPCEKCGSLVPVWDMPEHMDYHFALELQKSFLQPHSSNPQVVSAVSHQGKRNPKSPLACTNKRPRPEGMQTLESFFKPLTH
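Pol eta at 10 nM preincubated with compounds 15 min at room temperature; reaction started with fluorescent substrate (50 nM final) and read kinetically at 0 and 10 min.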
JMJD2A Tudor: blocks the human JMJD2A Tudor domain; 390,000 compounds, 4.4% hits; Potency, µM (titrated, usually from 114 µM), inactives show at the top dose activity change, negative = inhibition, usual class: inhibitors; AlphaScreen JMJD2A-Tudor / H3K4me3 peptide binding; O75164; AID 504339; also: potency is read from the fitted curve at half-maximal effect; % is scaled to controls: 0 for no effect and ±100 for the full control effect; nearly all actives have a fitted effect of over 50% in size
BAZ2B inh: BAZ2B (human) inhibition. Potency, µM (titrated, usually from 114 µM), for the others: at the highest dose activity change, negative = inhibition, most hits filed as inhibitors. AlphaScreen BAZ2B-H3K14Ac peptide displacement. 360,000 compounds, 4.4% hits. Q9UIF8; also: potency is read from the fitted curve at half-maximal effect; % is scaled to controls: 0 for no effect and ±100 for the full control effect; nearly all actives have a fitted effect of over 60% in size
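BAZ2B 50 nM plus b-H3(5-23)K14Ac 50 nM, PBS pH 7.4/0.01% Tween-20, 30 min RT; compound added (max 110 uM), 30 min RT; streptavidin donor/Ni-chelate acceptor beads 10 ug/mL final, 20 min dark; AlphaScreen read.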
Active calls of the source: *; i = inactive; ? = inconclusive; . = not tested or not shown; & = joins results of further samples; [ ] = remark or other dose. Unless noted, calls follow the shape of the dose curve; as a rule, active = well fitted curve in the direction sought with a large enough effect; inconclusive = small, poorly fitted or top-dose-only effect, or another doubt; inactive = no such curve, though single readings can be large; an effect the other way counts as inactive or inconclusive. An excerpt (hit frequency here may not be typical).

SMILES	Tb PGK inh	Pin1 inhibitor	G9a block	PI4K2A inh	HP1b binding inh	GLS inhibitor	POLH inh	JMJD2A Tudor	BAZ2B inh
CNC(=O)c1ccsc1NC(=O)C1CCCN1S(=O)(=O)c1cccs1 (centres undefined)	i	-3.1%	-27.8%	-2.1	-2.4%	0.9%	-8.0%	-10.2%	-5.8%
CCCCC1(CO)C(=O)N(c2ccccc2)N(c2ccccc2)C1=O	-7.5%	-9.1%	.	-8.5	10.9%	10.3%	-3.2%	-23.4%	-8.4%
O=C(NCc1cccnc1)c1ccc(COc2ccc3c(c2)CCC3)o1	.	-1.6%	26.2%[12.7 µM]	5.2	25.2%	3.3%	-14.3%	-33.7%	6.4%
Cc1ccc2nc(NC(=O)c3ccc(Cn4cc(Cl)cn4)o3)sc2c1	1.3%	8.5%	-14.1%[59 µM]	2.2	46.1%	-3.3%	?	-14.5%	11.6%
Nc1nc(Nc2ccccc2)nc(NCCO)c1[N+](=O)[O-]	-7.0%	0.2%	-30.2%	-5.9	33.5%	4.0%	-0.3%	-12.1%	-16.2%
CCN(C[C@H]1N[C@@](CC)(C(=O)OC)[C@H]2C(=O)N(C)C(=O)[C@@H]12)S(=O)(=O)c1ccc(OC(F)(F)F)cc1	-3.2%	5.4%	.	2.0	24.3%	-3.0%	-15.2%	-20.5%	.
CN1CCN(C(CNC(=O)C(=O)Nc2cccc(Cl)c2)c2ccc3c(c2)OCO3)CC1 (centres undefined)	-9.7%	-3.2%	-5.0%[59 µM]	2.2	22.7%[57 µM]	-5.4%	-23.4%	-21.0%	-3.5%
Cc1nc(Cl)sc1C(=O)O	-3.1%	1.5%	?	-4.0	26.6%	-0.7%	0.0%	-12.7%	?
COc1ccc(Cn2ccnc2SCC(=O)NCc2ccccc2)cc1	i	-7.9%	1.9%[59 µM]	1.3	9.2%[57 µM]	1.6%	-12.3%	-17.7%	-11.0%
O=S(=O)(Nc1ccc(Oc2ncccn2)c(Cl)c1)c1ccc(Cl)cc1	-0.1%	-3.4%	?	0.8	31.9%	-1.1%	-15.4%	-16.4%	-23.7%
CCN1CC2([N+](=O)[O-])C=CC(=O)C([N+](=O)[O-])(C1)C2CC(=O)c1ccccc1 (centres undefined)	-11.6%	?	?	-16.3	-6.0%	-19.2%	25.1µM*	?	?
Cc1nc(-c2ccc(NC(=O)C3CCCCC3)cc2)cs1	-12.0%	-4.8%	-5.4%[2.33 µM]	-3.9	25.4%	-18.1%	-11.4%	0.4%	5.2%
CCOC(=O)N1CCN(C(=O)Nc2ccc3oc(C)nc3c2)CC1	.	-2.0%	7.8%[59 µM]	-25.5	12.4%	?	8.5%	-17.8%	-2.0%
COc1cc(C2c3c(-c4ccccc4O)n[nH]c3C(=O)N2Cc2ccco2)cc(OC)c1OC (centres undefined)	6.3%	16.6%	.	-2.2	36.1%	4.6%	4.3%	-9.6%	-15.2%
CCn1nnnc1-c1ccc(OC)c(S(=O)(=O)Nc2ccc(OC)cc2)c1	.	-8.0%	-30.3%[12.7 µM]	3.3	42.3%[activator]	-2.1%	-11.0%	-9.8%	29.1%
N#CCc1c(C#N)c(N)nc(Nc2ccccc2)c1C#N	-9.6%	20.6%	-26.8%[12.7 µM]	3.5	56.1%[activator]	-7.9%	-13.7%	-25.7%	-1.4%
COc1ccc2[nH]c(C)c(CCNC(=S)Nc3cccc(C)c3C)c2c1	0.7%	-2.0%	?	-1.5	?	2.0%	-15.4%	56.2µM*	35.5µM*
COc1ccc(N2CCN(C(=O)CCCn3c(=O)[nH]c4ccsc4c3=O)CC2)cc1	-9.0%	-10.3%	-19.5%	-4.5	19.4%	29.1%	-16.7%	-7.8%	5.7%
Cc1ccc(OCC(=O)Nc2ccc3c(c2)OCCO3)cc1C	2.7%	2.9%	3.4%	-4.2	27.2%	7.9%	5.0%	-8.3%	.
Cc1cc(OCC(=O)NNC(=O)c2cccc(F)c2)ccc1Cl	-5.2%	-0.1%	26.2%[12.7 µM]	-1.1	44.3%[activator]	1.3%	-16.3%	-1.3%	-1.8%
CCn1c(C)cc(C=C2C(=O)c3ccccc3C2=O)c1C	-4.2%	?	?	-7.9	3.2%	5.5%	-10.2%	-14.5%	-38.3%
CC(=O)O/N=C(\N)Cc1ccc(-c2csnn2)cc1	-8.7%	1.1%	28.9%	-2.2	49.9%[activator]	-0.2%	-8.7%	1.0%	-3.4%
O=C(NNS(=O)(=O)c1ccccc1[N+](=O)[O-])c1cccc(Cl)c1	5.3%	-7.2%	?	3.0	23.2%	-0.6%	-20.5%	28.2µM*	-7.8%
CCOC(=O)C1CCN(C(=O)CCCn2c(=O)c3cccn3c3cccnc32)CC1	8.3%	4.5%	-0.8%	4.3	28.4%	0.4%	-3.9%	4.6%	-17.2%
CC(=O)c1cc2c(cc1NC(=O)Cc1ccsc1)OCO2	3.5%	-0.8%	-40.0%[59 µM]	-4.5	82.8%[activator]	0.7%	-15.5%	19.9%	8.2%
Cc1ccc(N2CCN(S(=O)(=O)c3c(C)nc4scc(C)n4c3=O)CC2)c(C)c1	-6.1%	1.3%	.	0.0	24.9%	4.2%	-1.1%	-17.4%	-10.4%
CCCCC1(c2ccc(F)cc2)NC(=O)N(CC(=O)Nc2ccc(N3CCOCC3)cc2)C1=O (centres undefined)	-2.5%	?	.	2.0	-6.4%	16.8%	-9.2%	-23.7%	.
Cc1nc(C(=O)Nc2ccc(Cl)cc2Cl)nn1-c1cc(OC(C)C)c(Cl)cc1Cl	-7.5%	2.7%	4.2%[0.0925 µM]	-4.1	13.1%	0.3%	-10.4%	5.6%	6.4%
Cc1nc2scc(C)n2c(=O)c1S(=O)(=O)Nc1ccc(OC(F)(F)F)cc1	i	-6.1%	3.0%[59 µM]	6.9	13.6%	-9.3%	-15.0%	-14.4%	-2.9%
CC1(C)CC(=O)C/C(=N/NC(=O)COc2ccc(Cl)cc2Cl)C1	8.1%	-3.4%	1.9%	-2.3	28.3%	?	-11.9%	-1.1%	-16.2%
O=S(=O)(Nc1ccc(Cl)cn1)c1ccc(F)cc1	-6.9%	-2.5%	.	8.5	28.6%	3.9%	-18.0%	-9.7%	-11.1%
O=C(NCCc1csc(-c2cccnc2)n1)c1cccc(Cl)c1	-8.6%&-8.8%	-2.7%&-0.5%	19.0%	-0.4&0.4	42.3%[activator]	0.5%&-14.1%	-20.3%&-6.8%	-10.3%&-9.0%	-1.9%&2.9%
CCOC(=O)COc1ccsc1C(=O)OC	2.8%	1.4%	18.0%	-3.8	49.6%[activator]	.	0.7%	4.2%	9.7%
Clc1ccc(-c2ncc3ccccn23)c(Cl)c1	4.2%	1.9%	.	0.4	22.1%	-4.0%	-18.4%	-15.9%	0.5%
CC(=O)Nc1ccc(OCc2cccc([N+](=O)[O-])c2)cc1	-0.5%	1.7%	8.4%	5.4	11.8%	-10.4%	-8.3%	-16.4%	-20.8%
CCCn1c(CN2CCN(C(C)=O)CC2)nc2cc(S(=O)(=O)N(C)C)ccc21	-7.6%	-9.6%	9.1%[59 µM]	10.4	23.4%	0.0%	-9.0%	-6.4%	5.5%
Cc1cc(C(=O)NNC(=O)NC(C)C)no1	-6.1%	0.1%	14.6%	3.2	5.9%	-12.0%	-15.7%	-6.9%	-11.2%
CC(C)C(=O)Nc1ccnc(-c2cccnc2)n1	i	2.4%	7.6%[12.7 µM]	-4.1	10.5%	12.4%	-11.6%	-16.5%	-11.2%
Cc1nc(Cl)c2oc3ccccc3c2n1	1.5%	-10.8%	14.3%[59 µM]	-7.3	79.8%[activator]	17.3%	2.0%	13.7%[57.1 µM]	8.4%
NS(=O)(=O)c1ccc(NC(=O)CSc2nc3c(c(=O)[nH]2)CCCC3)cc1	-8.0%	3.3%	-7.0%[59 µM]	-2.3	7.5%	-9.4%	-19.4%	-10.2%	1.1%
CN(Cc1ccccc1)S(=O)(=O)c1cn(C)cn1	-10.0%	3.1%	8.1%	0.4	-0.1%	1.0%	-8.1%	-8.3%	2.6%
COC(C(=O)NC(C(C)C)C(C)C)c1ccccc1 (centres undefined)	-2.0%	-11.9%	16.2%	0.1	31.0%	13.8%	-1.1%	-18.3%	7.4%
S=c1nc(-c2ccccc2)n(CCCN2CCOCC2)c2c1CCCC2	-7.1%	3.6%	8.5%[59 µM]	-0.3	-3.9%	47.3%[activator]	5.3%	-16.9%	.
C[C@@H](C(=O)N[C@@H](Cc1c[nH]c2ccccc12)C(=O)O)n1nnc2ccccc2c1=O	-7.7%	-9.9%	11.9%[12.7 µM]	-1.7	8.9%	6.0%	12.4%	?	-7.9%
OCCNc1ncnc2c1nnn2Cc1ccccc1Cl	5.0%	.	.	-3.2	.	-4.7%	-2.7%	.	.
O=C(c1cnccn1)N(Cc1ccco1)C1(C(=O)NC2CCCCC2)CCCCC1	-5.5%	4.3%	-2.0%	3.1	32.7%[activator]	-8.2%	-10.0%	-9.3%	3.0%
Cc1ccc(C(C)C)cc1OCCOCCN1CCCC1	-0.5%	-6.7%	12.6µM*	3.5	?	-1.0%	-8.3%	7.08µM*	?
C=CCNC(=O)c1c(CSc2ccc(Cl)cc2)noc1C(=O)NCCC	i	?	.	-3.7	101.0%[activator]	-5.1%	-11.9%	38.7%[activator]	.
CCOC(=O)C1CCN(c2ncnc3nc[nH]c23)CC1	-3.9%	1.2%	3.6%	-7.3	27.0%	-1.1%	-2.4%	-13.5%	4.0%
